# Cathepsin G inh = cathepsin G (human) inhibition | purified enzyme, AMC-tetrapeptide fluorescence, pooled mixtures | inhibition, % at 5 µM (by protocol) | AID 581 | P08311 | 0.2% of 62,000 active;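 active means inhibition above 20% in each of the two mixture wells holding the compound; inactive means inhibition of 20% or less in either well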;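 further: 0% = enzyme control without mixture and 100% = blank lacking enzyme; strong numbers were not always called active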
# CatL block = blocks human cathepsin L protease activity; P07711; purified cathepsin L, fluorogenic substrate, fluorescence; inhibition, %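 (tested at 10 µM)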; 0.17% of 58,000 active; AID 460; in the data active means inhibition above about 45%;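 further: 0% = enzyme with no compound and 100% = no enzyme blank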
# CatB mix inh = inhibitors of human cathepsin B in compound mixtures. P07858. Purified cathepsin B, AMC dipeptide fluorescence. inhibition, %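 (ten-compound pools at 5 µM per compound and 50 µM total)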. 0.06% of 62,000 active; in the data active means inhibition above about 22%, passing the limit was not always enough;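 further: 0% = enzyme without compound and 100% = no enzyme blank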
# FXIa mix inh = blocks human factor XIa in pooled compound mixtures; purified FXIa, fluorogenic substrate; inhibition, % at 5 µM; 0.19% of 62,000 active; AID 680;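 further: each value is inhibition by a whole ten-compound pool holding the compound; 0% = enzyme with no mixture and 100% = wells lacking enzyme; strong numbers were not always called active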
# CatS inh = blocks human cathepsin S protease activity | P25774 | recombinant cathepsin S, AMC dipeptide fluorescence, pooled mixtures | inhibition, %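 (tested at 5 µM per compound within 10-compound mixtures)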 | 0.06% of 62,000 active | AID 501; in the data active means inhibition above about 32%, passing the limit was not always enough;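 further: 0% = enzyme without compound and 100% = blank without enzyme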
# Target sequence (P25774 115-331 limits assumed): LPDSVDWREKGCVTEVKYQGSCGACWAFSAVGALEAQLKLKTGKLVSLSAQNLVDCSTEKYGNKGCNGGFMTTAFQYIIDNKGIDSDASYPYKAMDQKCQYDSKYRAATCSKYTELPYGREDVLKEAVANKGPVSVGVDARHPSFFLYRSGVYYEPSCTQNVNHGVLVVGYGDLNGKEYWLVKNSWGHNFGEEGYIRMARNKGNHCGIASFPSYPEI
# C1s inh = human complement C1s inhibition; 0.16% of 62,000 active; AID 538; P09871; purified C1s, fluorogenic AMC substrate, pooled mixtures; mean inhibition % of two 10-compound mixtures (stronger effect = higher value), % at 5 µM (by protocol);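 active means inhibition above 20% in each of the two 10-compound mixture wells holding the compound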;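 further: 0% = enzyme wells lacking compound mixture and 100% = no-enzyme blank wells; some compounds called inactive have numbers as strong as hits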
# Target sequence (P09871 16-437 limits assumed): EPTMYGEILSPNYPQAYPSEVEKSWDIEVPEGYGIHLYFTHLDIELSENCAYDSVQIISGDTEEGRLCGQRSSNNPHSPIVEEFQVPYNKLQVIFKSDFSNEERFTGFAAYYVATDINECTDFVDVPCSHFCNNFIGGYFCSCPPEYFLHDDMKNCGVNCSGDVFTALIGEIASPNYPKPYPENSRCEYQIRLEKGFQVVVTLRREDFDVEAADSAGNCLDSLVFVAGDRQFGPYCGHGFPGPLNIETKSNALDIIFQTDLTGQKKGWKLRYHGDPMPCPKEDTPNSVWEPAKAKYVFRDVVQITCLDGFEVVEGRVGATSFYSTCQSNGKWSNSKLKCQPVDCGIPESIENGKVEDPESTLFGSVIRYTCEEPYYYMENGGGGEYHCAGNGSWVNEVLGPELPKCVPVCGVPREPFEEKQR
# Target sequence (P09871 438-688 limits assumed): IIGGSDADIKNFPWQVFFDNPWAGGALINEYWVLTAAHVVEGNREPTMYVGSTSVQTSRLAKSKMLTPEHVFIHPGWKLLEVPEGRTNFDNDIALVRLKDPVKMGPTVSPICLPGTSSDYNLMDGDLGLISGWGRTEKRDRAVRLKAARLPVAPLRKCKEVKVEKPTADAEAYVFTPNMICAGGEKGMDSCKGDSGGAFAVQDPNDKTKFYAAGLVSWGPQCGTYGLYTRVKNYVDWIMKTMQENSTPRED
# CatB inh = human cathepsin B inhibition; P07858; purified cathepsin B, fluorogenic substrate, fluorescence; inhibition, %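 (tested at 10 µM)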; 0.1% of 63,000 active; AID 453; in the data active means inhibition above about 21%;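 further: 0% = enzyme with no compound and 100% = no enzyme blank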
# Abs 340nm = compounds absorbing at 340 nm; compound absorbance at 340 nm, fold over control; fold change at 10 µM; 65,000 tested, under 10 active;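 active means at 10 µM dose, initial 340 nm absorbance at least 2 fold that of control wells; inactive means change under 2 fold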;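 further: initial absorbance extrapolated from kinetic A340 decline of NADH oxidation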
# FXIIa inh mix = inhibitors of human coagulation factor XIIa, pooled mixtures; inhibition, % at 5 µM; 0.2% of 62,000 active; P00748; purified FXIIa, fluorogenic substrate;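 further: 0% = enzyme without compound and 100% = no enzyme blank; some results filed as inactive read as strong as hits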
# An asterisk follows results filed as active; / = no result given. Unless noted, no stated cut-off is given here; in the data, active means inhibition above about 20% (passing the limit was not always enough); inactive means the rest.
SMILES,Cathepsin G inh,CatL block,CatB mix inh,FXIa mix inh,CatS inh,C1s inh,CatB inh,Abs 340nm,FXIIa inh mix
CN(CP(=O)(O)C(O)c1ccccc1)S(C)(=O)=O (stereo not given),12,/,3,7,12,1,4,1,4
CCOc1ccc(C2C=C(c3ccc(C)cc3)Nc3nnnn32)cc1 (stereo not given),9,0,2,8,-12,9,-1,1,4
CCCCC(C(=O)O)C(C)CC(=O)Nc1ccn(-c2ccccc2)n1 (stereo not given),5,24,-1,12,14,1,3,0.98,0
c1cncc(-c2nc(-c3ccco3)cs2)c1,-6,9,0,-4,-11,-18,2,1.1,5
CCN(CCCNC(=O)CN1C(=O)COc2ccccc21)c1ccccc1,-1,14,3,-2,9,-5,7,1.1,6
COc1ccc(N2C(=O)CC(N3CCN(S(=O)(=O)c4c(F)cccc4F)CC3)C2=O)cc1OC (stereo not given),-1,0,23,1,9,0,6,0.99,5
COc1ccc(CN2CCN(S(=O)(=O)c3ccccc3)CC2)c(OC)c1,2,6,9,-4,29,-34,1,1,5
Cn1ccnc1SCc1cc(=O)[nH]c2ccccc12,2,-3,2,6,0,6,6,1.1,4
N#CCCN(C(=O)CN1C(=O)NC2(CCCC2)C1=O)c1ccccc1F,10,11,4,11,9,-9,5,1.1,6
CC(C)C(=O)N(c1ccc2oc(=O)sc2c1)S(=O)(=O)c1cccs1,2,28,3,3,17,-1,7,1,5
CCOC(=O)CC(=O)CSc1nc2ccccc2c(=O)n1-c1ccc(C(=O)N2CCOCC2)cc1,-19,-9,-8,-34,-19,-202,1,0.99,7
Cc1cc(Cl)ccc1OCC(=O)OC(C)C(=O)NC(N)=O (stereo not given),12,-9,4,5,1,6,-1,1,2
CCOC(=O)c1cnc(SCc2nc(N)nc(Nc3ccccc3)n2)nc1N,11,16,0,-5,15,5,3,1,4
COC(=O)/C=c1/s/c(=C(/C#N)C(=O)N2CCCCC2)n(-c2ccccc2)c1=O,4,10,1,15,1,2,1,1.1,0
Cc1ccc(-c2cc(C(F)F)n3ncc(C(=O)N4CCN(c5ccccn5)CC4)c3n2)cc1,1,20,8,11,11,3,-2,1,2
COC(=O)C1=C(N)Oc2cc(C)n(Cc3ccco3)c(=O)c2C1c1cccc(Cl)c1 (stereo not given),-4,5,-7,9,3,-33,-2,0.99,5
CCOc1cccc(C(=O)Nc2cccnc2)c1,8,-6,5,11,-2,16,1,0.99,2
CC(=O)Nc1ccc(N(C(=O)c2cnccn2)C(C(=O)NC2CCCCC2)c2ccc(O)cc2)cc1 (stereo not given),11,1,1,6,-5,11,2,1,11
O=C(NCCSCc1ccco1)Nc1cccc(Cl)c1,2,5,2,11,-3,3,3,1,6
CCc1nc(NC(C)C)c2oc3ccccc3c2n1,10,24,4,6,1,2,3,1,1
Cn1c(NC(=O)c2ccccc2F)cc(=O)n(C)c1=O,6,/,3,4,-1,2,2,1,6
COC(=O)c1ccccc1NC(=O)CSc1nc2c(c(=O)n(C)c(=O)n2C)n1C,-15,1,1,-4,1,-16,0,1.1,0
COc1ccc(C(=O)NC2CCCCC2)cc1S(=O)(=O)N1CCCC1,5,-5,2,5,-3,11,3,0.97,0
COc1cc(C2C(C#N)=C(N)OC3=C2C(=O)CCC3)cc(OC)c1OC(=O)N1CCOCC1 (stereo not given),6,11,2,-2,-6,-6,7,1,12
O=C(O)CCc1ccc(-c2cccs2)n1CC1CCCO1 (stereo not given),1,-11,-1,7,-12,1,-4,1.1,7
# (continued)
SMILES,Cathepsin G inh,CatL block,CatB mix inh,FXIa mix inh,CatS inh,C1s inh,CatB inh,Abs 340nm,FXIIa inh mix
O=C(NC1CCCC1)c1ccc(S(=O)(=O)N2CCCC2)cc1,-23,2,1,-12,8,-21,5,1,5
CCOC(=O)N1CCN(S(=O)(=O)c2ccc3c(c2)CCN3C(=O)CC)CC1,0,-10,4,2,-7,-8,-10,1,-9
Cn1cnc2c1c(=O)[nH]c(=O)n2C,8,8,-6,7,-14,5,-3,1,-15
Cc1nc(N)sc1Cc1ccc2c(c1)OCO2,-4,0,-1,5,-3,-21,4,1,4
CCOc1ccccc1NC(=O)CSc1nnc(-c2cnccn2)n1CC,11,/,2,10,-2,16,7,1,3
COCCNC(=O)CCCCCN1C(=O)CCC1=O,7,2,5,12,11,-5,0,1,-11
CN1CCN(CCNC(=O)Nc2ccccc2C(F)(F)F)CC1,5,-2,5,6,-9,-4,0,1,11
COC(=O)c1ccccc1NC(=O)COC(=O)c1ccc(C)c(NC(=O)c2ccco2)c1,7,/,3,0,-1,3,12,1,3
Cc1c(C(=O)OC2CCC(C)CC2)[nH]c2c1C(=O)CCC2 (stereo not given),-21,0,-2,-15,-4,-81,-2,0.98,0
COc1ccc(N2CCN(C(c3ccccc3OC)c3nnnn3C3CCCC3)CC2)cc1 (stereo not given),-3,-3,5,3,0,-1,-4,0.99,11
Cn1c(SCc2nc3ccccc3c(=O)[nH]2)nnc1-c1ccco1,-1,26,6,2,-8,-6,-1,0.98,4
CCOC(=O)N1CCC(NC(=O)c2ccc3nc(N4CCOCC4)sc3c2)CC1,4,4,0,12,-2,6,-4,0.99,-4
Cn1c(N2CCCC2)nc2c1c(=O)n(Cc1ccc(Cl)cc1)c(=O)n2C,9,-2,4,10,5,15,5,1,6
Cc1ccc(CN2C3=NC(=O)CN3c3ccccc32)cc1,9,22,5,-3,8,-13,5,1,4
CCCCn1nnc(NC(=O)COc2cc(C)ccc2C(C)C)n1,6,6,3,2,6,9,3,1.1,16
CC(NC(=O)c1cccs1)C(c1cccs1)N1CCN(Cc2ccccc2)CC1 (stereo not given),1,/,8,13,12,4,0,1,-3
O=C(c1ccco1)N1CCN(S(=O)(=O)c2ccc(S(=O)(=O)NC3CCCCC3)cc2)CC1,9,-1,3,2,0,71*,1,1,9
Cc1cc(C)c2cc(CN(CCO)C(=O)Nc3ccc(Cl)cc3)c(=O)[nH]c2c1,-6,-5,3,3,0,-29,-2,1.1,3
O=C(O)COc1ccc(Oc2ccccc2)cc1,-13,4,4,3,3,-3,0,0.99,3
CCc1ccc(C2CC(c3ccccc3)Nc3nc(N)nn32)cc1 (stereo not given),9,-6,3,7,-1,11,-2,1.1,10
CCCCc1nnc(SCCSc2nnc(CCCC)n2N)n1N,12,0,5,3,-5,18,4,1.1,-8
O=C(NC(Cc1ccccc1)C(=O)N1CCN(c2ccccn2)CC1)c1ccco1 (stereo not given),-4,-1,4,0,10,-8,7,1.1,-8
Cc1cc2nsnc2c(S(=O)(=O)NCC(=O)O)c1C,1,/,7,7,-2,-23,3,1.1,2
COc1cccc(C2=NOC(C(=O)NCCN3CCOCC3)C2)c1 (stereo not given),10,-5,5,10,2,11,0,1,4
CCCCn1c(SCc2cccnc2)nc2c1c(=O)n(C)c(=O)n2C,-1,-3,1,-4,11,-8,4,0.98,2
# Next part.
SMILES,Cathepsin G inh,CatL block,CatB mix inh,FXIa mix inh,CatS inh,C1s inh,CatB inh,Abs 340nm,FXIIa inh mix
O=C(Nc1cccc(S(=O)(=O)c2cccc(NC(=O)C3CC3)c2)c1)C1CC1,9,17,2,2,13,12,5,1,-14
COC(=O)c1ccc(-c2sc3nc(N4CCOCC4)c4c(c3c2N)CCCC4)o1,0,-301,-5,-3,-15,-81,-5,1,7
Fc1ccccc1N1CCN(Cc2nc(-c3ccccc3)no2)CC1,8,-2,6,9,4,9,2,1,7
O=C(NCCCN1CCN(c2cccc(Cl)c2)CC1)c1nc(-c2ccncc2)no1,4,-6,0,1,-6,-47,-3,1,-35
O=C(O)c1cccnc1SC1CC(=O)N(c2cccc(C(F)(F)F)c2)C1=O (stereo not given),-9,13,7,2,5,-81,7,1,4
CCn1c(SCC(=O)OCc2ccccc2)nnc1-c1ccco1,3,-3,2,3,-3,-6,0,1,7
CCN1CCN(c2cc(C)c3cc(NC(=O)c4ccncc4)ccc3n2)CC1,6,0,3,3,-3,3,4,1.1,4
CCOC(=O)N1CCC(NC(=O)Cn2cccc2C(=O)c2ccccc2)CC1,-1,0,0,8,4,-9,6,1.1,4
O=C(Nc1ccccc1C(=O)N1CCCCC1)C1CCCCC1,8,15,-1,-1,7,5,6,1,11
COCCNc1nc2c(c(=O)n(C)c(=O)n2C)n1Cc1cccc(C)c1,14,5,6,3,8,10,4,0.98,-2
CC(C)OC(=O)CSc1nnc(-c2ccccn2)n1-c1ccccc1,9,0,2,8,-1,13,3,1,-18
CCOc1ccc2cc(S(=O)(=O)n3ccnc3C)ccc2c1,-7,35,-2,2,1,-45,-3,1.1,7
N#Cc1ccccc1NC(=O)c1ccc(-c2ccccc2Cl)o1,-2,-8,0,-1,0,1,-2,1.1,6
COc1ccccc1-n1cnc(N)c1C(C)=O,7,6,5,4,-3,12,-1,0.99,2
CCOc1ccc(C(=O)N2CCC(C(=O)c3ccc4c(c3)OCCO4)CC2)cc1,1,19,4,4,4,11,5,0.99,-18
O=c1c2[nH]c3ccc(Cl)cc3c2ncn1CCN1CCCCC1,1,2,8,18,25,0,1,1,11
Cc1ccccc1-n1nnnc1SCC(=O)Nc1ccc(S(=O)(=O)N2CCCC2)cc1,5,12,-2,5,11,-2,2,0.98,3
CCCn1c(=O)c(C(=O)NCc2cccnc2)c(O)c2ccccc21,9,17,0,2,-1,11,4,1,-1
CCCCOc1ccc(C(=O)NCc2ccco2)cc1,8,-4,5,10,-1,15,2,0.99,-3
O=C(CN1CCN(c2ccccc2)CC1)Nc1nccs1,-8,10,-7,-17,5,-17,2,0.99,-15
COc1ccccc1N(CC(=O)Nc1ccc(F)c(F)c1)S(C)(=O)=O,-1,-1,1,1,-5,-3,-3,0.99,2
Cc1c(N/C=C/C(=O)c2cccs2)c(=O)n(-c2ccccc2)n1C,16,19,4,2,13,18,4,1.1,-1
Cc1cccc(N(CC(N)=O)S(C)(=O)=O)c1C,13,11,3,2,-1,-4,3,0.99,4
CC1CCC(NC(=O)c2cc3c(s2)CS(=O)(=O)C3)CC1 (stereo not given),8,8,-2,6,-2,14,5,0.99,7
COc1ccc(CN(Cc2ccncc2)C(=O)CCC(=O)O)cc1,0,-7,-6,-3,2,-13,-1,0.99,12

# Reprinted at random: 4 compounds from above
SMILES,Cathepsin G inh,CatL block,CatB mix inh,FXIa mix inh,CatS inh,C1s inh,CatB inh,Abs 340nm,FXIIa inh mix
O=C(O)c1cccnc1SC1CC(=O)N(c2cccc(C(F)(F)F)c2)C1=O (stereo not given),-9,13,7,2,5,-81,7,1,4
COCCNc1nc2c(c(=O)n(C)c(=O)n2C)n1Cc1cccc(C)c1,14,5,6,3,8,10,4,0.98,-2
Cc1ccccc1-n1nnnc1SCC(=O)Nc1ccc(S(=O)(=O)N2CCCC2)cc1,5,12,-2,5,11,-2,2,0.98,3
Cc1cccc(N(CC(N)=O)S(C)(=O)=O)c1C,13,11,3,2,-1,-4,3,0.99,4

# Later entries.
SMILES,Cathepsin G inh,CatL block,CatB mix inh,FXIa mix inh,CatS inh,C1s inh,CatB inh,Abs 340nm,FXIIa inh mix
O=C(O)c1ccc(-n2nc(C(F)(F)F)c3c2-c2ccoc2CC3)cc1,-7,-1,3,5,7,-3,6,0.97,-18
COCCNC(=O)c1cn(C)c(=O)c2cc(OC)c(OC)cc12,-2,0,2,3,1,1,-5,1.1,1
CCOC(=O)CCc1c(C)nc2c(c(C)nn2C(C)(C)C)c1C,6,/,3,5,-8,6,2,1,-18
COc1nc(C#N)c(N2CCOCC2)o1,8,13,4,1,15,1,2,1,2
COc1ccc(S(=O)(=O)N2CCN(C3CCN(Cc4ccccc4)CC3)CC2)cc1,10,-4,2,4,-2,-3,0,1,5
CCCn1c(=O)c2ccccc2n2c(SCCOc3ccccc3F)nnc12,-4,0,6,0,12,-13,7,0.98,-16
Cc1ccc(S(=O)(=O)N2CCN(C(=O)CSc3nc4ccccc4c(=O)[nH]3)CC2)cc1,1,5,7,2,21,18,6,0.99,2
Cc1ccc(C2C3=C(CCCC3=O)Nc3nc(SCC(=O)NCc4ccco4)[nH]c(=O)c32)cc1 (stereo not given),-1,-19,1,5,-4,-4,0,1.1,15
CCCn1nc(C(=O)Nc2cccc(C(=O)OC)c2)c2ccccc2c1=O,8,11,4,5,5,-1,3,1,1
Cc1cccc(-n2nnc(C(=O)N3CCc4ccccc4C3)c2N)c1,9,2,1,18,-2,0,1,1,3

# From PubChem BioAssay

# Only part of the results is shown (hit frequency here may not be typical).
